Bioassay records as filed in PubChem BioAssay.
Bim-Bcl-B = human Bim-Bcl-B interaction inhibition; AID 951; bead-based flow cytometry, Bim peptide-Bcl-B binding; Q9HD36; 0.073% of 190,000 active; inhibition, % at 10 µM;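 note: 0% = tracer peptide without compound and 100% = reference inhibitor peptide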
Target sequence (Q9HD36 whole entry, looked up): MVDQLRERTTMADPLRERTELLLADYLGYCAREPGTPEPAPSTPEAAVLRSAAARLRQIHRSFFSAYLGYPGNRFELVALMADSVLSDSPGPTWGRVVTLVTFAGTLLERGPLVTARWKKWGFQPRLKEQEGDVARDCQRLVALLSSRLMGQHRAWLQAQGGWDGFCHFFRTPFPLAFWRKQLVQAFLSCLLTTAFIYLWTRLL
Bim-Bfl-1 = disrupts Bim binding to human Bfl-1. inhibition, % at 10 µM. Bead-based flow cytometry, Bim-Bfl-1 binding inhibition. 0.12% of 190,000 active. Q16548;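 note: 0% = wells without compound plus tracer and 100% = blocker peptide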
RGS4-Gao reg = human RGS4-Galphao interaction regulation | Multiplexed bead flow cytometry, RGS4-Galphao binding; actives lie on both sides | 0.33% of 220,000 active | AID 1415 | binding response (% of control), % at 10 µM | P09471; in the data active = binding response below about 49% or above about 150%; inactive = in between;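 note: fluorescent Galphao activated with aluminum fluoride binding bead-coupled RGS4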
Target sequence (P09471 whole entry, looked up): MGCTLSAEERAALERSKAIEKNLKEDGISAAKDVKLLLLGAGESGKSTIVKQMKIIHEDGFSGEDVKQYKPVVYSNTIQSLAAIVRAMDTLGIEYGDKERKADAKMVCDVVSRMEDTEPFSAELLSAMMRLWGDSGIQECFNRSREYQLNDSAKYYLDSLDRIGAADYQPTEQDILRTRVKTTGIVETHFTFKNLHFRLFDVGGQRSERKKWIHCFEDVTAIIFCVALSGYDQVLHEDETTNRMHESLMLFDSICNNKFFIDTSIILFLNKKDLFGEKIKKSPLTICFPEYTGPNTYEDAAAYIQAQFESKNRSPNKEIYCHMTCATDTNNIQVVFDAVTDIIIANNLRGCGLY
RGS8-Gao = human RGS8-Galphao interaction regulation. response (percent of control binding), % at 10 µM. multiplexed bead flow cytometry, RGS8-Galphao binding; actives lie on both sides. P09471. 0.34% of 220,000 active; in the data active = response below about 60% or above about 140%; inactive = in between;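 note: Galphao activated as the GDP aluminium fluoride complex binding bead-coupled RGS8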
GSH bead fluor = GSH bead compound fluorescence profile | AID 1776 | GSH beads flow cytometry, compound fluorescence 488/530 nm; active compounds read high | 0.25% of 190,000 active | fluorescence (KMESF) at 10 µM; in the data active = fluorescence above about 89;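 note: glutathione beads carrying GST-tagged Bcl family fusion proteins plus one bare bead set; values are compound well signal with DMSO vehicle wells as background; inactives centre near 16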
RGS7-Gao reg = human RGS7-Galphao interaction regulation; Multiplexed bead flow cytometry, RGS7-Galphao binding; actives lie on both sides; binding response (% of control), % at 10 µM; 0.35% of 220,000 active; AID 1439; in the data active = binding response below about 49% or above about 150%; inconclusive = no clear call, values can overlap the other calls; inactive = in between;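 note: fluorescent Galphao held in activated GDP-AlF4 state binding bead-coupled RGS7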
Bim-Bcl-2 = disrupts Bim peptide binding to human Bcl-2. P10415. Bead-based flow cytometry, Bim peptide-Bcl-2 binding. inhibition, % at 10 µM. 0.06% of 190,000 active; in the data active = inhibition above about 40%; inconclusive = no clear call, values can overlap the other calls;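 note: 0% = no compound wells with probe peptide and 100% = reference peptide inhibitor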
Mcl-1 Bim block = disrupts Bim peptide binding to human Mcl-1 | Bead-based flow cytometry, Bim peptide-Mcl-1 binding | 0.1% of 190,000 active | Q07820 | AID 1009 | inhibition, % at 10 µM;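 note: 0% = no compound tracer wells and 100% = peptide blocker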
Target sequence (Q07820 whole entry, looked up): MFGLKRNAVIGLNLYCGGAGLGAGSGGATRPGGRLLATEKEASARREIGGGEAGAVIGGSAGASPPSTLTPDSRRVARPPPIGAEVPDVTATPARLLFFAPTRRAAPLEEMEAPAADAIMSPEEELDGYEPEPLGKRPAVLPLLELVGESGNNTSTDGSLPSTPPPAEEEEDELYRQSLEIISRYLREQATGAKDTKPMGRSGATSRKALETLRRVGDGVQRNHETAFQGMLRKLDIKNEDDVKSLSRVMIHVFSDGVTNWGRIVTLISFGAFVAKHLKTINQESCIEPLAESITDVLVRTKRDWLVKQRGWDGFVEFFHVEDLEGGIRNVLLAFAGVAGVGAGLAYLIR
Mcl1 Bid PPI = Mcl-1/Bid interaction inhibition. Q07820. TR-FRET Mcl-1/Bid-Dy647 peptide binding, 1536-well. inhibition, % at 21.7 µM. 0.97% of 220,000 active. AID 1021;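 active = compounds that cut the binding signal by more than half at the single screening dose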;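 note: His-tagged Mcl-1 with europium anti-His antibody binding Bid BH3 peptide; 0% = Mcl-1 plus peptide wells and 100% = peptide-only wells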
Bcl-W Bim block = disrupts Bim peptide binding to human Bcl-W; 0.02% of 190,000 active; inhibition, % at 10 µM; Q92843; bead-based flow cytometry; AID 952;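 note: 0% = bound tracer without compound and 100% = peptide blocker; higher means less fluorescent Bim peptide bound to Bcl-W beads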
Bcl-XL Bim block = disrupts Bim peptide binding to human Bcl-XL | AID 1007 | 0.04% of 190,000 active | inhibition, % at 10 µM | bead flow cytometry, fluorescence | Q07817
* marks the source's active call; other numbers are inactive results; ? = inconclusive. Cut-off read from the data, not from the text of the source, unless noted: active = inhibition above about 40%.

| Bim-Bcl-B | Bim-Bfl-1 | RGS4-Gao reg | RGS8-Gao | Compound | GSH bead fluor | RGS7-Gao reg | Bim-Bcl-2 | Mcl-1 Bim block | Mcl1 Bid PPI | Bcl-W Bim block | Bcl-XL Bim block |
| --- | --- | --- | --- | --- | --- | --- | --- | --- | --- | --- | --- |
| -1 | -1 | 98 | 101 | CCOC(=O)/C(C#N)=C\C1=C(N2CCCC2)CC(C)(CC)OC1 (stereo not drawn) | 26 | 99 | 2 | 0 | -4 | 0 | -2 |
| -1 | 1 | 98 | 111 | Cc1ccc(CN2CCN(/N=C/c3cc(Br)cc(Br)c3O)CC2)c(C)c1 | 18 | 101 | 0 | -8 | -21 | -2 | -3 |
| -2 | -5 | 105 | 102 | CCC1(C)CC2(CCCN(CCC(=O)c3ccccc3)C2)CCO1 (stereo not drawn) | 14 | ? | -2 | -1 | -26 | -2 | -3 |
| -3 | -1 | 99 | 97 | CC(=O)NCCn1c(SCC(=O)NCCC(C)C)nc2ccccc2c1=O | 17 | 96 | -3 | -1 | -19 | 0 | 0 |
| -9 | -4 | 101 | 102 | COc1cccc(NC(=S)NCCc2ccccn2)c1 | 20 | 101 | 0 | -2 | -47 | -6 | -1 |
| 0 | 2 | 97 | 93 | Cc1cccn2c(=O)c3cc(C#N)c(=NC(=O)c4ccncc4)n(CCCOC(C)C)c3nc12 | 13 | 100 | 0 | -1 | 14 | 0 | 0 |
| 2 | 2 | 91 | 94 | COc1ccc(C(=O)NNC(=O)C(=O)NC(C)c2ccccc2)cc1OC (stereo not drawn) | 10 | 96 | 9 | 3 | -17 | 2 | 0 |
| -3 | -1 | 101 | 101 | COc1cnc(-c2ccccc2)nc1Oc1cccc(C)c1 | 8 | 101 | 2 | -2 | -28 | 0 | -3 |
| -3 | -5 | 120 | 117 | O=C(O)CCc1nc2cc3ccccc3cc2[nH]1 | 9 | 118 | -6 | -26 | 18 | -13 | -14 |
| -8 | -10 | 107 | 106 | CC(=O)OCCNC(=O)Cn1cnc2c1c(=O)n(C)c(=O)n2C | 48 | 110 | -8 | -4 | -23 | 3 | -12 |
| 1 | -3 | 101 | 102 | O=C(Cn1c(NCCO)nc2ccccc21)NCC1CCCO1 (stereo not drawn) | 10 | 107 | 3 | 6 | -19 | 2 | 0 |
| -1 | 0 | 104 | 103 | O=C(NCCc1c[nH]c2ccccc12)C(=O)NCC1OCCCN1S(=O)(=O)c1ccccc1 (stereo not drawn) | 10 | 103 | 2 | -1 | -6 | -1 | -2 |
| -1 | 0 | 101 | 97 | CCCC(=O)Nc1ccc(C(=O)NCC2CCCO2)cc1 (stereo not drawn) | 41 | 101 | 1 | 0 | -20 | 0 | -4 |
| -4 | -4 | 103 | 112 | CCCOC(=O)CSc1nnc(-c2cc(OC)c(OC)c(OC)c2)o1 | 16 | 96 | 1 | 1 | -12 | 5 | 0 |
| -6 | -9 | 98 | 100 | O=C(Nc1nnc(C2CCCCC2)s1)c1cccs1 | 15 | 98 | -8 | 0 | 2 | 0 | -4 |
| -2 | -4 | 103 | 101 | NS(=O)(=O)c1ccc(CNS(=O)(=O)c2ccc(Cl)nc2)cc1 | 17 | 103 | -3 | -2 | -23 | -1 | -4 |
| 1 | 0 | 105 | 101 | CCOc1cc(S(=O)(=O)N2CCN(CC)CC2)ccc1Cl | 19 | 103 | 1 | 0 | -21 | 0 | 0 |
| -1 | -7 | 102 | 96 | c1ccc(CN2C3=NCCCN3c3ccccc32)cc1 | 22 | 97 | 3 | -6 | -34 | -5 | -3 |
| -2 | -1 | 101 | 103 | Cc1ccc(C)c(CN2C(=O)C3(OCCCO3)c3ccccc32)c1 | 13 | 103 | -4 | 0 | -12 | -1 | -6 |
| 0 | -1 | 98 | 99 | O=C1NN(c2ccccc2)C(=O)/C1=C\c1ccc(-c2cc([N+](=O)[O-])ccc2O)o1 | 24 | 100 | 4 | 0 | -83 | 3 | 1 |
| -2 | -12 | 96 | 98 | COc1ccc(CCNC(=O)CN2CCC(C)CC2)cc1OC | 4 | 95 | -3 | 3 | -3 | -3 | -6 |
| -5 | -2 | 104 | 104 | Cc1cc(C(=O)Nc2ccc(S(=O)(=O)N3CCCC3)cc2)cs1 | 14 | 108 | -2 | 0 | -10 | -2 | -2 |
| 0 | -5 | 94 | 97 | Cc1ccccc1CC1(CO)CCCN(C(=O)c2ccc3ncccc3c2)C1 (stereo not drawn) | 11 | 97 | 1 | 0 | -5 | -4 | -4 |
| -7 | -2 | 101 | 103 | CCc1nc(SCC(=O)Nc2cc(C)on2)c2c(C)c(C)sc2n1 | 13 | 100 | -6 | -6 | 9 | -7 | -4 |
| -7 | -8 | 96 | 99 | COc1cccc(-c2ccc(SCC(=O)N3CCc4ccccc43)nn2)c1 | 15 | 99 | -1 | -2 | -50 | -5 | -7 |
| -2 | -2 | 100 | 103 | O=C(O)c1ccc2c(=O)n3c(nc2c1)/C(=C/c1cccc(Cl)c1Cl)CCCC3 | 9 | 100 | -4 | -1 | -11 | -1 | 0 |
| -11 | 0 | 105 | 106 | CCN(CC)c1ccc(/C=N/NC(=O)c2ccc(Br)o2)cc1 | 10 | 104 | -2 | -6 | -13 | -3 | -8 |
| -4 | -3 | 101 | 98 | O=C(COC(=O)c1cccc(Cl)c1)NCCN1C(=O)CSC1=O | 11 | 101 | -1 | -2 | -3 | -4 | -1 |
| -11 | -10 | 105 | 105 | Cc1ccc(NC(=S)NNC(=O)c2c([N+](=O)[O-])c(C)nn2C)cc1 | 6 | 103 | -5 | -1 | -28 | -5 | -4 |
| 1 | -4 | 85 | 82 | Cc1cccc(Cn2c(=O)c3c(nc4n3CCCN4Cc3ccccc3)n(C)c2=O)c1 | 24 | 87 | 2 | -1 | -37 | 1 | 1 |
| 0 | 0 | 100 | 97 | CC(=O)NCCc1ccc(S(=O)(=O)NC2OC(=O)c3ccccc32)cc1 (stereo not drawn) | 27 | 99 | 1 | 0 | 19 | -1 | 1 |
| -13 | -8 | 102 | 103 | CCC(=O)Nc1ccc(C(=O)CSc2nnc(-c3ccc(NS(C)(=O)=O)cc3)n2C)cc1OC | 16 | 104 | -15 | -2 | -17 | -3 | -6 |
| -3 | -11 | 101 | 103 | O=C1CC(=O)N(c2ccccc2)N1c1ccccc1 | 15 | 99 | -3 | 0 | -24 | -1 | -7 |
| -2 | -2 | 102 | 105 | Nc1c(C(=O)Nc2nc3ccccc3s2)sc2nc(-c3cccs3)ccc12 | 75 | 103 | -1 | 4 | 92* | 4 | 2 |
| -15 | -19 | 97 | 99 | CCN(CCCNC(=O)CCc1nc(-c2ccc(C)cc2)no1)c1cccc(C)c1 | 26 | 96 | -16 | -6 | -37 | -2 | -10 |
| -6 | -4 | 103 | 101 | O=S(=O)(N/N=C/c1ccc(N2CCOCC2)cc1)c1ccccc1 | 26 | ? | 0 | 0 | -39 | 0 | -2 |
| -1 | -2 | 100 | 100 | COc1ccc(/C=C/C(=O)NC(=S)NCC2CCCO2)cc1 (stereo not drawn) | 12 | 97 | -1 | -1 | -42 | -2 | -1 |
| -12 | 0 | 99 | 98 | S=c1[nH]nc(Cc2ccccc2)n1-c1cccc2ccccc12 | 25 | 103 | 0 | -3 | -13 | -5 | -3 |
| -10 | -13 | 89 | 95 | CCOC(=O)c1c(NC(=O)c2c(-c3ccccc3)noc2C)sc(C)c1-c1ccccc1 | 48 | 93 | -12 | -6 | -7 | 2 | -6 |
| -4 | -8 | 101 | 103 | C=C(C)CN(CC)C(=O)CCc1nnc(CCc2c[nH]c3ccccc23)o1 | 18 | 96 | 0 | -1 | -38 | -3 | -3 |

Next part, overlapping the part above by three compounds.
| Bim-Bcl-B | Bim-Bfl-1 | RGS4-Gao reg | RGS8-Gao | Compound | GSH bead fluor | RGS7-Gao reg | Bim-Bcl-2 | Mcl-1 Bim block | Mcl1 Bid PPI | Bcl-W Bim block | Bcl-XL Bim block |
| --- | --- | --- | --- | --- | --- | --- | --- | --- | --- | --- | --- |
| -12 | 0 | 99 | 98 | S=c1[nH]nc(Cc2ccccc2)n1-c1cccc2ccccc12 | 25 | 103 | 0 | -3 | -13 | -5 | -3 |
| -10 | -13 | 89 | 95 | CCOC(=O)c1c(NC(=O)c2c(-c3ccccc3)noc2C)sc(C)c1-c1ccccc1 | 48 | 93 | -12 | -6 | -7 | 2 | -6 |
| -4 | -8 | 101 | 103 | C=C(C)CN(CC)C(=O)CCc1nnc(CCc2c[nH]c3ccccc23)o1 | 18 | 96 | 0 | -1 | -38 | -3 | -3 |
| -4 | -8 | 109 | 106 | Cc1ccc(C(=O)NC(Cc2c[nH]c3ccccc23)C(=O)O)o1 (stereo not drawn) | 24 | 108 | -4 | 0 | -12 | 1 | 14 |
| -3 | -4 | 103 | 102 | COc1ccc(NC(=O)c2sc3nc(C)nc(N4CCOCC4)c3c2C)c(OC)c1 | 15 | 102 | -4 | -3 | 4 | -3 | -5 |
| -8 | -15 | 101 | 100 | COc1cc(C2Nc3ccccc3C(=O)N2c2ccc3c(c2)OCCO3)ccc1OCC(C)C (stereo not drawn) | 36 | 98 | -10 | -2 | -2 | 1 | -6 |
| 0 | 0 | 99 | 98 | Cc1ccccc1C(=O)OCCN1CCOCC1 | 14 | 98 | 0 | 0 | -31 | -2 | -2 |
| -6 | -8 | 102 | 104 | CN1CCN(S(=O)(=O)c2ccc(-c3ccccc3)cc2)CC1 | 36 | 98 | -8 | 0 | -6 | 1 | -8 |
| -4 | -11 | 107 | 102 | CC(C)C(=O)Nc1nnc(-c2ccccc2)o1 | 20 | 103 | -9 | 0 | -18 | 1 | -2 |
| -7 | -2 | 102 | 101 | CC/C(=N\NC(=S)Nc1cc(C)ccc1C)c1ccc(OC(F)F)cc1 | 4 | 106 | -2 | -4 | -82 | -4 | -7 |
| -6 | -12 | 103 | 104 | Cc1onc(-c2ccccc2)c1C(=O)NCCc1c[nH]c2ccccc12 | 4 | 106 | -3 | 1 | -55 | 1 | -1 |
| -2 | -3 | 101 | 102 | CS(=O)(=O)Nc1cccc(-c2cn3ccccc3n2)c1 | 12 | 100 | 0 | 3 | 4 | -1 | -1 |
| -3 | -3 | 97 | 96 | Cc1cc(C)c(S(C)(=O)=O)c(NN)n1 | 18 | 99 | 0 | 0 | -19 | -1 | -3 |
| 0 | -4 | 100 | 100 | COc1cc(/C=C/C(=O)OCC(=O)c2c(N)n(C)c(=O)n(C)c2=O)ccc1OCC#N | 14 | ? | 0 | 3 | -3 | 5 | 3 |
| -8 | -10 | 98 | 98 | COc1ccc(C2C(C#N)=C(N)Oc3cc(O)ccc32)cc1OC (stereo not drawn) | 15 | 94 | -8 | -2 | -43 | 0 | -6 |
| -9 | -8 | 101 | 101 | CC1C(C#N)=C(N)OC2=C1C(=O)CC(C)(C)C2 (stereo not drawn) | 48 | 103 | -6 | 16 | -23 | 0 | 0 |
| 0 | 0 | 94 | 99 | O=C(CSc1nnc(-c2ccc(Cl)cc2Cl)n1C1CCCCC1)NC1CCS(=O)(=O)C1 (stereo not drawn) | 10 | 97 | 0 | 0 | -18 | -4 | -2 |
| -5 | -3 | 92 | 100 | COc1ccc(NC(=O)CSc2nccn2-c2cccc(OC)c2)cc1 | 11 | 92 | -2 | -6 | -15 | -8 | -6 |
| -2 | -8 | 106 | 105 | O=C(O)c1csc(-c2ccc(Cl)cc2)n1 | 8 | 103 | -3 | 0 | 3 | 0 | -3 |
| -4 | -12 | 94 | 98 | CCNS(=O)(=O)c1ccc(NC(=O)Nc2cccc(OC)c2)cc1 | 35 | 95 | -9 | 3 | -24 | 4 | 0 |
| 2 | 9 | 95 | 97 | CC(=O)Nc1ccc(S(=O)(=O)NC(C)C(=O)NC(C)c2ccccc2)cc1 (stereo not drawn) | 11 | 97 | 0 | 0 | -8 | -4 | 1 |
